# High-throughput results (PubChem)
# T cell HTS = modulators of CD8 T cell-vesicle binding, primary screen, mouse 2C CD8+ T cells, flow cytometry; 2C CD8+ T cell-vesicle binding; active compounds read low; calls only at 7 µM; actives 0.068% (n = 330,000); AID 2052, 2009;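 active means response, share of CD8 T cells binding vesicles, and their 90th percentile fluorescence all below set limits, cut at about 80% in these data, passing the limit was not always enough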
#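 Material: murine 2C transgenic CD8+ T lymphocytes / Also added: QL9-peptide-loaded Drosophila micro-vesicles bearing Ld, ICAM-1 and B7-1 / Schedule: binding step 1.5 h, 37 °C, antibody labelling 20 min, ice / Signal: flow cytometry, PE anti-B7-1 (FL2) versus Alexa647 anti-CD8 (FL8), PFA-fixed / Evaluation: percent CD8+ FL2 mean versus row control / Benchmarks: naked versus QL9-loaded vesicles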
# Lipid droplet = inhibitors of hepatocyte lipid droplet formation, primary screen, imaging, high-throughput imaging, BODIPY stain; AML12 mouse hepatocytes, oleate lipid droplets; inhibition, % at 6.5 µM; actives 0.4% (n = 240,000); AID 1656, 2009;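 active means lipid droplet intensity inhibited by at least 50%, with more than 500 cells counted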
#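 System: AML12 hepatocytes (mouse). Probe or stimulus: oleic acid at 100 µM to induce lipid droplet formation. Times: overnight treatment with compound plus oleate. Detection: Image-based BODIPY and DAPI two-channel analysis. Evaluation: percent inhibition of filter-corrected integrated lipid droplet intensity per well.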
# Salmonella PhoP GFP = inhibitors of PhoP regulon expression, primary screen, Salmonella Typhimurium, GFP reporter (AID 1863) | S. Typhimurium PhoP-regulated promoter GFP reporter, 4 h; higher % means a stronger effect | inhibition, % at 50 µM; hits with a dose series show IC50 in µM | actives 0.16% (n = 300,000);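 active means inhibition over 29.93%, a cutoff 3 SD above the screen mean, later confirmed by dose response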;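 further: 0% = low Mg2+ inducing control and 100% = high Mg2+ repressing control; strong numbers were not always called active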
# Lipid droplet cells 6.5 µM = further read-out of Lipid droplet, marked with its call; cell count; measured here: cell count, cytotoxicity flag;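 cells counted across two imaged fields per well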
# T cell HTS vesicle-bound % = also measured in T cell HTS; calls as there; double positive events, %; measured here: CD8+ vesicle-bound cell fraction;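 binding gate set so that unloaded-vesicle control wells show 10% double positive cells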
# The depositor's hits bear a star; i = inactive. Some of the compounds tested. The share of hits here may be higher or lower than overall.
item | SMILES | T cell HTS | T cell HTS vesicle-bound % | Lipid droplet
1 | CN(C)N1C(N)=C(C#N)C(c2ccc(F)cc2)C2=C1CCCC2=O (stereo not drawn) | i | 51 | -11
2 | N#Cc1ccc(OCC(O)CN2CCN(c3ncc(C(F)(F)F)cc3Cl)CC2)cc1 (stereo not drawn) | i | 12 | -45
3 | CCc1ccccc1S(=O)(=O)Cc1ccc(C(=O)NC2CCCC2)o1 | i | 9 | -2
4 | COc1ccccc1NC(=O)c1cc(C(=O)Nc2ccccc2OC)cc([N+](=O)[O-])c1 | i | 5 | 2
5 | COCCn1c(=O)c2c(nc3n2CC(C)CN3Cc2ccccc2)n(C)c1=O (stereo not drawn) | i | 51 | -2
6 | O=C(NCc1ccc2c(c1)OCO2)C(=O)NCC1OCCCN1S(=O)(=O)c1ccc(F)cc1 (stereo not drawn) | i | 8 | 1
7 | COc1ccc(CC(=O)NC(C)CCc2ccccc2)cc1OC (stereo not drawn) | i | 28 | -17
8 | NCCCNC(=O)Cn1c(=O)c2c3c(sc2n(Cc2ccccc2)c1=O)CCCC3 | i | 37 | -5
9 | Cc1ccccc1S(=O)Cc1ccc(C(=O)N2CCN(C(=O)c3ccco3)CC2)o1 (stereo not drawn) | i | 10 | 15
10 | Cc1cccc(CC2CC(=O)N(c3ccc([N+](=O)[O-])cc3)C2=O)c1 (stereo not drawn) | i | 37 | -4
11 | COc1ccccc1CNC(=O)C1CCN(C(=O)c2sccc2-n2cccc2)CC1 | i | 54 | -31
12 | CCN(C(=O)CN1C(=O)c2ccc([N+](=O)[O-])cc2C1=O)C1CCCCC1 | i | 58 | 11
13 | COCCNC(=O)CN(C(=O)CCC(=O)Nc1ccccn1)c1ccccc1OC | i | 52 | -19
14 | O=C(c1ccccc1Cc1ccccc1)N1CCN(S(=O)(=O)c2ccccc2)CC1 | i | 55 | -6
15 | CCCc1ccc(S(=O)(=O)N2CCN(Cc3ccco3)CC2)cc1 | i | 9 | -2

item | Lipid droplet cells 6.5 µM | Salmonella PhoP GFP
1 | 768 | 2%
2 | 788 | 4%
3 | 678 | 4%
4 | 771 | 8%
5 | 753 | -1%
6 | 785 | -4%
7 | 879 | -5%
8 | 739 | 7%
9 | 713 | 0%
10 | 834 | 1%
11 | 637 | -4%
12 | 711 | -2%
13 | 841 | -2%
14 | 826 | -1%
15 | 790 | -3%

# Continuation:
item | SMILES | T cell HTS | T cell HTS vesicle-bound % | Lipid droplet
16 | COc1ccc(C(=O)O)cc1NCc1ccc(C)s1 | i | 65 | -2
17 | O=S(=O)(c1ccc(-c2n[nH]c(=S)o2)cc1)N1CCCCC1 | i | 31 | 10
18 | COc1ccc(CC(C)Nc2ccccc2F)cc1 (stereo not drawn) | i | 60 | 19
19 | Cc1ccc(S(=O)(=O)N2CCOCC2)cc1C(=O)N1CCCC1 | i | 24 | -5
20 | Cc1nc(N)c(C#N)c(-c2ccc3c(c2)OCO3)c1C | i | 58 | 10
21 | Nc1ccccc1C(=O)N1CCC(O)(c2ccc(Cl)cc2)CC1 | i | 52 | -5
22 | COc1ccc(C(C)NC(=O)C23CC4CC(CC(C4)C2)C3)cc1OC (stereo not drawn) | i | 55 | 0
23 | CC(=O)Nc1ccc(Oc2nc(C(F)(F)F)nc3ccccc23)cc1 | i | 59 | 12
24 | CCOc1ccccc1CNc1nc2ccccc2n1C | i | 35 | -1
25 | CCOC(=O)C1CCN(C(=O)CCCNC(=O)Cn2cnc3sc(C)c(C)c3c2=O)CC1 | i | 49 | -3
26 | CC(=O)N(/N=C1/C(=O)Nc2ccccc21)c1ccccc1 | i | 28 | -1
27 | COc1ccc(CCNS(=O)(=O)c2cn(C)nc2C)cc1OC | i | 18 | 24
28 | Cc1cccc(-c2nc(CS(=O)CC(=O)NC(C)CCc3ccccc3)c(C)o2)c1 (stereo not drawn) | i | 11 | -7
29 | O=C(CNc1ccccc1Cl)c1ccc(Br)cc1 | i | 52 | 5
30 | Nc1nonc1-n1nnc(C(=O)N/N=C/c2c[nH]c3ccccc23)c1-c1ccccc1 | i | 28 | -3

item | Lipid droplet cells 6.5 µM | Salmonella PhoP GFP
16 | 819 | -2%
17 | 802 | -3%
18 | 843 | -9%
19 | 815 | 2%
20 | 856 | -3%
21 | 819 | -5%
22 | 778 | 9%
23 | 829 | 1%
24 | 803 | 0%
25 | 830 | -1%
26 | 829 | 11%
27 | 839 | 3%
28 | 699 | -4%
29 | 789 | -6%
30 | 718 | 4%

# (more compounds)
item | SMILES | T cell HTS | T cell HTS vesicle-bound % | Lipid droplet
31 | COc1ccccc1C1NC(=O)NC(C)=C1C(=O)OC1CCCC(C)C1 (stereo not drawn) | i | 64 | -3
32 | COc1ccc(CCN2CC(C(=O)NCC3(O)CCCCC3)CCC2=O)cc1 (stereo not drawn) | i | 9 | -15
33 | Clc1ccc(CNc2ccc(N3CCN(Cc4ccccc4)CC3)cc2)cc1 | i | 51 | 0
34 | C=CCN1C(=O)c2ccccc2Sc2ccc(C(=O)NCCC)cc21 | i | 47 | -9
35 | O=c1c(-c2cccc(Cl)c2)c[nH]n1-c1ccccc1 | i | 38 | -1
36 | O=c1[nH]c(=O)n(-c2cc(Br)c(O)c(Br)c2)cc1Br | i | 64 | 2
37 | O=C(NCCc1ccccc1)C1CCCN(c2nc3ccccc3s2)C1 (stereo not drawn) | i | 28 | 8
38 | CC(=O)N1CCOc2ccc(S(=O)(=O)N3CCC(C(=O)Nc4ccc(C)cc4C)CC3)cc21 | i | 33 | 6
39 | O=C(Nc1ccccc1)c1ccc(=O)[nH]n1 | i | 39 | 18
40 | COc1ccc(NC(=O)CN2CCN(S(=O)(=O)N3CCCCCC3)CC2)cc1 | i | 41 | -2
41 | O=C(CCS(=O)(=O)c1ccccc1Cl)NCCC1=CCCCC1 | i | 5 | -7
42 | O=C(CSc1nc2sc3c(c2c(=O)n1-c1ccccc1)CCCC3)N/N=C/c1ccccc1C(=O)O | i | 36 | 4
43 | Cc1ccc(Cl)cc1-n1c(SCC(=O)NCCC2=CCCCC2)nc2n[nH]c(C)c2c1=N | i | 5 | 15
44 | CCCc1nn2c(=O)cc(CSCC(=O)Nc3nnc(CC)s3)nc2s1 | i | 26 | 10
45 | CCn1c(=O)c2sccc2n(Cc2ccccc2)c1=O | i | 6 | 7

item | Lipid droplet cells 6.5 µM | Salmonella PhoP GFP
31 | 798 | 1%
32 | 592 | 0%
33 | 829 | 6%
34 | 743 | -2%
35 | 858 | 8%
36 | 792 | -1%
37 | 743 | 14%
38 | 741 | 3%
39 | 803 | 17%
40 | 799 | -2%
41 | 807 | 0%
42 | 813 | -5%
43 | 767 | 2%
44 | 727 | 5%
45 | 829 | 5%

# (listing goes on)
item | SMILES | T cell HTS | T cell HTS vesicle-bound % | Lipid droplet
46 | O=C(CCl)N(C1CCCC1)C1CCS(=O)(=O)C1 (stereo not drawn) | i | 27 | -11
47 | O=C(NCCN1CCOCC1)c1cc(-c2ccc(Cl)s2)nc2ccccc12 | i | 28 | 1
48 | COc1cccc(/C=C2\SC(N3CCCC(C)C3)=NC2=O)c1OC (stereo not drawn) | i | 28 | 23
49 | COc1ccc(CNC(=O)Cn2c(=O)n(CCC(=O)N3CCCCC3)c(=O)c3sccc32)cc1 | i | 26 | 6
50 | O=C(c1ccc(Cl)c(S(=O)(=O)N2CCCCC2)c1)N1CCCCC1 | i | 18 | -2
51 | COc1cccc(CN2CCN(Cc3ccco3)CC2)c1 | i | 23 | -4
52 | CC(C)c1ccccc1OCCCN1CCCC1 | i | 63 | -10
53 | O=C(CCCc1ccccc1)Nc1ccnn1C1CCN(Cc2ccc(CO)o2)CC1 | i | 2 | -6
54 | C[C@H](NC(=O)c1nc[nH]c1C(=O)NCC(=O)OC(C)(C)C)C(=O)OCc1ccccc1 | i | 13 | -1
55 | COc1ccc(N2CCN(C(=O)C3CCN(S(=O)(=O)c4c(C)noc4/C=C/N(C)C)CC3)CC2)cc1 | i | 11 | -24
56 | CN(C(=O)c1cc(-c2ccccc2)on1)C1CCCCC1 | i | 28 | -9
57 | CCCCCCOc1ccc(/C=N/NC(=O)C2CC2)cc1 | i | 10 | 7
58 | COc1ccc(CN2CCN(CCSc3ccc(C)cc3)CC2)c(OC)c1OC | i | 58 | -16
59 | CCCCN(CC)CCCNC(=O)c1cn(CC(C)C)c(=O)c2c1c1ccccc1n2C | i | 26 | 2
60 | CC(C)c1c(C(=O)N/N=C/c2ccco2)nnn1-c1nonc1N | i | 45 | -11

item | Lipid droplet cells 6.5 µM | Salmonella PhoP GFP
46 | 739 | 18%
47 | 743 | -1%
48 | 413 | -1%
49 | 777 | -5%
50 | 783 | -5%
51 | 812 | 22%
52 | 826 | 1%
53 | 845 | 7%
54 | 775 | 1%
55 | 672 | 7%
56 | 787 | 1%
57 | 663 | -3%
58 | 801 | 0%
59 | 815 | -2%
60 | 703 | 8%

# (listing goes on)
item | SMILES | T cell HTS | T cell HTS vesicle-bound % | Lipid droplet
61 | Cc1ccc(NS(=O)(=O)c2cccc3cccnc23)cc1Cl | i | 11 | 1
62 | COc1ccccc1N1CCN(C2CCCN(C(=O)c3csc(C)n3)C2)CC1 (stereo not drawn) | i | 7 | -9
63 | CCCCCC(O)(c1ccc(OCC)cc1)C(CN1CCOCC1)c1ccccc1 (stereo not drawn) | i | 58 | 54*
64 | Cc1ccc(C2=NS(=O)(=O)N(C)C(C(=O)Nc3cc(C)n(CC(=O)N4CCCCC4)n3)=C2)cc1 | i | 32 | 6
65 | COc1ccc2cc3cc(C(=O)N4CC(C)CC(C)C4)oc3nc2c1 (stereo not drawn) | i | 35 | 27
66 | O=C(CN(C(=O)CNS(=O)(=O)c1ccc(F)cc1)c1cccc(F)c1)NCC1CCCO1 (stereo not drawn) | i | 38 | -6
67 | Nc1nc(N)n(-c2ccccc2)c(=Nc2ccccc2)n1 | i | 38 | -14
68 | CCOc1ccccc1NC(=O)CSc1nnc(CNC(=O)c2cc(OC)c(OC)c(OC)c2)o1 | i | 13 | 15
69 | CN(C)C1(CNC(=O)C2CCC(=O)N(Cc3ccc(Cl)cc3)C2)CCCCC1 (stereo not drawn) | i | 20 | -23
70 | CCOC(=O)C(C)NC(=O)c1cn(-c2ccc(OC)cc2)c(=O)c2ccccc12 (stereo not drawn) | i | 23 | 9
71 | COC(=O)c1ccc2[nH]cc(CCO)c2c1 | i | 40 | -2
72 | Cc1cc(NC(=O)c2ccc(C)c(C)c2)no1 | i | 48 | -16
73 | NNC(=O)[C@H](Cc1ccccc1)NC(=O)NCCc1ccccc1 | i | 29 | -1
74 | COc1cccc(OCC(=O)Nc2c3c(nn2-c2ccccc2)CS(=O)(=O)C3)c1 | i | 39 | -2
75 | CCN(CC(=O)NCc1ccc(F)cc1)C(=O)CN1CCN(c2cc(Cl)ccc2C)CC1 | i | 10 | -88

item | Lipid droplet cells 6.5 µM | Salmonella PhoP GFP
61 | 788 | 3%
62 | 690 | -5%
63 | 822* | 3%
64 | 729 | -11%
65 | 706 | -4%
66 | 722 | 3%
67 | 803 | 5%
68 | 716 | 0%
69 | 669 | 7%
70 | 856 | -11%
71 | 749 | 0%
72 | 741 | -4%
73 | 798 | 4%
74 | 835 | 5%
75 | 735 | 6%

# (further entries)
item | SMILES | T cell HTS | T cell HTS vesicle-bound % | Lipid droplet
76 | COCCCn1c(=O)c2ccccc2n(CC(=O)N2CCCc3ccccc32)c1=O | i | 9 | -17
77 | CCC(=O)c1cn(CC(=O)Nc2cccc(C)c2)c2ccccc12 | i | 62 | 6
78 | O=C(CCc1ccccc1)N=C1SC2CS(=O)(=O)CC2N1c1cccc(F)c1 (stereo not drawn) | i | 10 | -27
79 | CCC[C@H]1COCCS(=O)(=O)N1Cc1ccccc1F | i | 20 | -13
80 | CCSc1nc2sc3c(c2c(=O)n1-c1ccccc1C)CCN(C)C3 | i | 24 | 2
81 | O=C(CSc1ncnc2c1nnn2Cc1ccccc1)NC1CCCCC1 | i | 73 | -2
82 | O=C(c1cc(-c2cccnc2)nc2ccc(Cl)cc12)N1CCN(S(=O)(=O)c2cccs2)CC1 | i | 61 | 2
83 | COc1cc2c(cc1OC)C(c1ccc(C(F)(F)F)cc1)CC(=O)N2 (stereo not drawn) | i | 37 | -8
84 | Cc1cc(NC(=O)CSc2nc(=O)cc(N)n2-c2ccc(F)cc2)no1 | i | 11 | 9
85 | COc1ccc(CN2CCC(N3CC(C)OC(C)C3)CC2)c(OC)c1 (stereo not drawn) | i | 48 | 13

item | Lipid droplet cells 6.5 µM | Salmonella PhoP GFP
76 | 734 | -5%
77 | 805 | -1%
78 | 755 | -5%
79 | 730 | 1%
80 | 721 | 1%
81 | 839 | 3%
82 | 651 | -2%
83 | 775 | 11%
84 | 780 | 2%
85 | 859 | 0%
